# Assay outcomes: PubChem, National Center for Advancing Translational Sciences (NCATS)
# Pf growth 96h = inhibits malaria parasite growth, 96 h. P. falciparum luciferase reporter growth, 96 h. Potency, µM (top dose mostly 28.7 µM), for the others: top-dose activity change, negative = inhibition, most hits filed as inhibitors. 6.9% of 320,000 active. AID 504834; also: potency is read from the fitted curve at half-maximal effect; % is scaled to controls: 0 for no effect and ±100 for the full control effect
#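 Two-generation exposure (96 h) targets delayed-death phenotype. Reporter parasites carrying integrated firefly luciferase, in red cells at 2% hematocrit and 0.05% parasitemia final, kept at 37 C, 5% CO2; luminescence loss indicates inhibition.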
# Giardia FBPA inh = Giardia lamblia aldolase inhibition. 0.71% of 290,000 active. AID 2451. purified Giardia FBPA. A8B2U2. Potency, µM (highest dose often 59.6 µM), inactives show at the highest dose activity, negative = inhibition, usual class: inhibitors; also: potency is read from the fitted curve at half-maximal effect; % is scaled to controls: 0 for no effect and ±100 for the full control effect; nearly all actives have a fitted effect of over 55% in size
# Target sequence (A8B2U2 whole entry, looked up): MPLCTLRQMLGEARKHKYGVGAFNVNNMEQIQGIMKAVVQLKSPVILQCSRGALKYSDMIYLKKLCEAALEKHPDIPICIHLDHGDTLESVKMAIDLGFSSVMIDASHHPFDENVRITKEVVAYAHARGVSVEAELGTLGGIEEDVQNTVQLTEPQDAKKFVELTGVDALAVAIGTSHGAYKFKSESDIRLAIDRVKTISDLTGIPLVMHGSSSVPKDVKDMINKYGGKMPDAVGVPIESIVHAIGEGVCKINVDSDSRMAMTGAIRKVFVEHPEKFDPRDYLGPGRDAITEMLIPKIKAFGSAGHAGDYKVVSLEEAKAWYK
#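 40 nM FBPA preincubated 10 min at RT with compound (up to 57.5 uM final), then substrate plus GAPDH/TPI/NAD/arsenate coupling and diaphorase/resazurin added. Fluorescence read after 20 min at RT, 525/598 nm.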
# Cycloheximide cs = affects cycloheximide protein synthesis inhibition readout, counter-screen; AID 2314; cell reporter, cycloheximide protein synthesis inhibition counterscreen; max response, %; 12% of 300,000 active; in the data active = max response mostly above about 13%, no sharp cut-off; inactive = mostly below about 14%; also: read at 38.3 µM for the half of the compounds with a filed dose; 0% is about no effect
# Sm TGR block = S. mansoni TGR enzyme inhibition; Potency, µM (series often up to 114 µM), for inactives: at the highest dose activity change, negative = inhibition, actives largely listed as inhibitors; AID 485364; purified TGR, DTNB reduction, TNB absorbance 405 nm; 3% of 360,000 active; also: potency is read from the fitted curve at half-maximal effect; % is scaled to controls: 0 for no effect and ±100 for the full control effect; nearly all actives have a fitted effect of over 60% in size
#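 TGR 20 nM + NADPH 100 uM (dispensed conc.), cpd preinc 15 min RT; start with NADPH (500 uM addition) then DTNB (15 mM addition). Kinetic TNB absorbance, 405 nm filter. Four-parameter Hill fit across titration.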
# Shiga inhibitor = Shiga toxin inhibition; Vero cells, Shiga toxin protein synthesis inhibition reporter; inhibition, % at 38.7 µM; 9.2% of 290,000 active; in the data active = inhibition mostly above about 28%, no sharp cut-off; inactive = mostly below about 43%; also: 0% is about no effect
# Pf growth 48h = P. falciparum growth inhibition at 48 hours (one generation); P. falciparum luciferase growth in erythrocytes, 48 h; Potency, µM (highest dose often 28.7 µM), for the others: at the top dose activity change, negative = inhibition, most hits filed as inhibitors; 5.9% of 310,000 active; AID 504832; also: potency is read from the fitted curve at half-maximal effect; % is scaled to controls: 0 for no effect and ±100 for the full control effect
#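 Growth was read as firefly luciferase luminescence after a 48 h, 37 C, 5% CO2 exposure of compounds to reporter-bearing P. falciparum cultures (0.1% parasitemia, 2% hematocrit final) in Albumax-supplemented RPMI 1640.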
# * hit, by the source's call; ? = inconclusive; nt = no result given; & = joins results of further samples; [ ] = remark or other dose. Unless noted, calls follow the shape of the dose curve; as a rule, active = well fitted curve in the direction sought with a large enough effect; inconclusive = small, poorly fitted or top-dose-only effect, or another doubt; inactive = no such curve, though single readings can be large; an effect the other way counts as inactive or inconclusive.
SMILES,Pf growth 96h,Giardia FBPA inh,Cycloheximide cs,Sm TGR block,Shiga inhibitor,Pf growth 48h
O=S(=O)(Nc1ccccc1O)c1ccc(-c2ccccc2)cc1,173%[activator],0%,6,-26%,4,-16%
O=C1NC2(CCCCCC2)Oc2ccccc21,50%[activator],5%,-1,nt,-8,13%
CCC(=O)Nc1cccc(C(=O)/C=C/c2ccccc2)c1,?,-1%,25*,?,38,44%[activator]
CC(C)(CN1CCN(c2ccccc2)CC1)NS(=O)(=O)c1ccccc1,1%,-5%,-2,2%,-8,8%
Cc1cccc(CN2CCCC(C(=O)c3ccc4c5c(cccc35)CC4)C2)n1 (configuration not stated),9%,-4%,-4,-19%,-4,?
CC(C)c1ccc(COC(=O)CN2C(=O)NC3(CCCCC3C)C2=O)cc1 (configuration not stated),28%,nt,nt,-1%,nt,?
C#CCOCCOCCOCCNc1nc(N2CCN(C(=O)Cn3cc(CCCN=C(N)N)nn3)CC2)nc(N2CCN(C(=O)[C@H](CCCCN)n3cc(CCCC)nn3)CC2)n1,12µM*,nt,nt,-9%,nt,12µM*
COC(=O)Oc1ccc(/C=N/NC(=O)CN(c2ccccc2Br)S(C)(=O)=O)cc1OC,0%,0%,-3,3%,-12,18%
O=C(CC1SC(=O)NC1=O)Nc1ccc(Cl)cc1 (configuration not stated),5%,12%,1,?,-16,14%
CC(=O)c1sc(NC(=O)c2ccc(C)c(C)c2)nc1C,476%[activator],1%,47*,?,47*,429%[activator]
CCCc1noc(-c2ccc(-c3ccccc3)cc2)n1,nt,-4%,66*,1%,146*,96%[activator]
O=C(O)Cc1ccc(NS(=O)(=O)c2c(Cl)cccc2Cl)cc1,11%,12%,-2,-8%,-14,?
CC(C)N1CCc2c(sc(NC(=O)c3nc4ccccc4s3)c2C(N)=O)C1,56%[activator],-11%,18,-1%,47,-18%
CC(C)(C)OC(=O)NCCCCCNC(=O)c1[nH]cnc1C(=O)N[C@@H](CCCCNC(=O)OC(C)(C)C)C(=O)OC(C)(C)C,0%,-29%,7,1%,7,9.3µM*
CN(CCCN1CCOCC1)C(=O)c1cc(COc2c(F)cccc2F)on1,40%[activator],3%,3,-1%,11,-9%
Cc1occc1C(=O)n1cnc2ccccc21,8%,-12%,3,-5%,9,-5%
CCc1cc(-c2n[nH]c(=S)n2CC(C)C)cs1,-5%,8%,-4,-6%,-1,1%
O=C(Nc1ccc(Cn2cccn2)cc1)c1ccc(COc2ccc(Br)cc2)cc1,nt,2%,-2,-9%,25,6%
CC(C)(C)OC(=O)N1Cc2ccccc2C[C@H]1C(=O)NCC(=O)NC1CCCC1,11%,2%,-5,64%[activator],-7,-9%
O=C(c1ccc(S(=O)(=O)Nc2ccccc2)cc1)N1CCCCCCC1,?,nt,-3,0%,-16,12%
COc1ccc(/C=C/C(=O)N2CCN(c3ccccc3)CC2)cc1S(=O)(=O)N1CCOCC1,?,1%,-1,6%,16,-18%
O=C(Nc1cccc(Cl)c1Cl)C1CCN(C(=O)c2cccs2)CC1,21%,-4%,-7,-8%,-4,9%
COc1ccc2oc(C(=O)N3CCN(C(=O)c4ccco4)CC3)c(C)c2c1,?,nt,nt,50µM*,nt,?
COc1ccccc1NNC(=O)c1cccnc1Oc1ccccc1,-21%,-5%,6,?,-5,2%
CCN(CC)CCC(c1cc(OC)c(OC)c(OC)c1)c1c(OC)cc(OC)c2c(C)cc(=O)oc12 (configuration not stated),?,4%&-5%,-7&-5,18%,22&23,9.3µM*
c1cncc(-c2nnc(-c3ccco3)o2)c1,-7%,1%,1,-20%,16,32%[activator]
CSc1nnc(-c2cccc(C)c2)n1N,nt,-4%,4,1%,-20,18%
Nc1n[nH]c2c1C1(CCCC1)Cc1ccccc1-2,?,-1%,4,7%,-23,-12%
Cc1cc(-c2csc(N)n2)c(C)n1-c1ccccc1,?,-9%,28,-16%,34,15µM*
COc1ccc(-c2nnc(SCC(=O)Oc3ccc(C)cc3)o2)cc1,25%,2%,-2,-12%,10,?
Cn1ccnc1C(O)(c1ccccc1)c1nccn1C,3%,?,-2,2%,-7,1%
CCOC(=O)C1CCC(CNCc2ccccc2C)CC1 (configuration not stated),0%,-5%,1,-3%,-7,0%
COc1ccc(C)cc1NC(=O)c1ccc(N(C)S(C)(=O)=O)cc1,2%,-9%,-2,2%,1,11%
CC(NC(=O)CN1C(=O)c2ccccc2C1=O)c1ccccc1 (configuration not stated),?,5%,1,6%,-4,-27%[0.00184 µM]
CCn1c(SCC(=O)OC)nnc1-c1ccccc1,-2%,3%,-3,nt,-4,4%
COc1ccc(CN2C(=O)c3ccccc3C2=O)cc1,0%,7%,-2,8%,-1,?
C=CCc1cc(C=O)cc(OC)c1OCc1ccc(C(=O)O)cc1,10%[5.75 µM],9%,15,0%,22,3%[5.75 µM]
COc1ccc(OC)c(C2CC(=O)N3CN(c4ccc(C)c(Cl)c4)CSC3=C2C#N)c1 (configuration not stated),?,5µM*,-5,20µM*,-4,nt
COC(=O)C#CC(=O)OC,nt,3%,-5,nt,-7,nt
NC(=O)c1ccc(NC(=O)CCN=C2NS(=O)(=O)c3ccccc32)cc1,?,nt,nt,0%,nt,-13%
O=C(NCCCN1CCOCC1)C(=O)NCc1ccco1,51%[activator],-2%,-3,0%,-3,22%
Cc1nn(CC(=O)N2CCN(Cc3ccccc3)CC2)c(=O)c2ccccc12,6%,-16%,-1,24%,7,20%
N#Cc1c(Oc2cccc(OS(=O)(=O)CCCC(F)(F)F)c2)cccc1C(F)(F)F,nt,-2%,5,nt,24,nt
Cc1c(Cl)cccc1NC(=O)NCc1ccccn1,-4%,2%,15*,40µM*,31,-6%
COc1cc(/C=N/NC(=S)Nc2cccc(C(=O)O)c2)ccc1O,47%[activator],-23%,12*,-7%,24,116%[activator]
O=C(O)CCCC(=O)Nc1ccc(S(=O)(=O)Nc2nccs2)cc1,?,-7%,-1,-18%,-4,17%
C=CCn1c(SCC(=O)N(CCOC)c2c(N)n(CCCC)c(=O)[nH]c2=O)nnc1-c1ccc(Cl)cc1,-4%,nt,nt,-4%,nt,-25%
O=C(CNS(=O)(=O)c1ccc(Br)s1)N1CCCC1,-2%,0%,0,1%,-2,7%
O=C(c1ccc(S(=O)(=O)Nc2ccccc2Cl)cc1)N1CCOCC1,11%,nt,nt,2%,nt,?
CC1C(Br)C(=O)NC(=O)N1Cc1ccccc1 (configuration not stated),1%,6%,-3,-3%,-12,-2%

# Fetched one by one from the entries so far, 4 records:
SMILES,Pf growth 96h,Giardia FBPA inh,Cycloheximide cs,Sm TGR block,Shiga inhibitor,Pf growth 48h
Cc1c(Cl)cccc1NC(=O)NCc1ccccn1,-4%,2%,15*,40µM*,31,-6%
O=C(CNS(=O)(=O)c1ccc(Br)s1)N1CCCC1,-2%,0%,0,1%,-2,7%
CC1C(Br)C(=O)NC(=O)N1Cc1ccccc1 (configuration not stated),1%,6%,-3,-3%,-12,-2%
O=C(NCCCN1CCOCC1)C(=O)NCc1ccco1,51%[activator],-2%,-3,0%,-3,22%

# (cont.)
SMILES,Pf growth 96h,Giardia FBPA inh,Cycloheximide cs,Sm TGR block,Shiga inhibitor,Pf growth 48h
O=C(c1ccc2c(=O)n(Cc3ccco3)c(=S)[nH]c2c1)N1CCN(Cc2ccccc2)CC1,88%[activator],1%,-3,8%,-18,-1%
O=C(NCc1ccco1)Oc1ccccc1,4%,-2%,1,-3%,17,14%
CC(NC(=O)NC(N)=O)(C(F)(F)F)C(F)(F)F,7.4µM*,0%,-3,6%,-4,23%
CN1C(=O)CC(Sc2ccccc2C(=O)O)C1=O (configuration not stated),94%[activator],3%,10,?,-3,47%[activator]
CCN(Cc1ccncc1)Cc1ccc(OC)c(OC)c1,-19%,?,-1,?,-1,29%
O=C(CSC1=NS(=O)(=O)c2cc(F)ccc2N1)NCc1ccccc1Cl,13%,nt,nt,-1%,nt,3%
COc1ccc(Cl)cc1NC(=O)CSc1nc(NS(=O)(=O)c2ccc(C)cc2)cc(=O)[nH]1,17%,9%,-6,3%,-14,0%
CCOC(=O)c1[nH]c(C)c(C(=O)Nc2ccc(C)c(Cl)c2)c1C,-13%,3%,9.0*,3%,8,40%[activator]
COc1ccc(/C=C(\NC(=O)c2ccc(C)cc2)C(=O)Nc2ccc(C(=O)O)cc2)cc1,?,6%,31*,1%,26,18%
CN1CC(=O)N/C1=N\C(=O)Nc1ccc2c(c1)N(C)C(=O)CS2,153%[activator],-6%,-2,?,-6,nt
CC(C)CNC(=O)COC(=O)c1ccc2c(c1)C(=O)N(Cc1ccco1)C2=O,12%,7%,-4,-1%,2,19%
COc1ccc(/C=C2\N=C(C)N(c3ccc(C(=O)O)cc3)C2=O)cc1OC,-4%,0%,-4,0%,-10,-5%
Cc1cccc2nc(CSc3nc4[nH]ncc4c(=O)n3-c3ccccc3Cl)cc(=O)n12,9.3µM*,-11%,14*,1%,47,9.3µM*
Cc1ccc(C)c(-c2cc(C(=O)Nc3sc(C)c(C)c3C(N)=O)c3ccccc3n2)c1,10µM*,-10%,2,12%,-14,?
CN(C)c1ccc(P(=O)(OCc2ccccc2)C(O)c2ccc(Cl)cc2)cc1 (configuration not stated),?,-3%,1,0%,-6,?
COc1cccc(NC(=O)Cn2c(=O)n(CCC(=O)NCc3ccco3)c(=O)c3ccccc32)c1,76%[activator],4%,5,-5%,5,10%
COc1ccc(-c2noc(CCC(=O)NCCc3ccccc3)n2)cc1,-6%,-6%,25*,6%,45,0%[0.00184 µM]
CCOC(=O)N1CCN(c2ncnc3c2[nH]c2ccc(F)cc23)CC1,13µM*,-2%,1,1%,-16,?
c1ccc(-n2cnc3ccccc32)cc1,103%[activator],3%,31,-1%,56,32%[activator]
Cc1ccc(-c2csc3nc4ccc(C(=O)NCCO)cc4c(=O)n23)cc1,-19%,-1%,0,5%,-5,-20%
C=CCC1(NC(C)c2ccccc2)CCCCC1 (configuration not stated),47%[activator],-4%,-1,-3%,11,4%
CC(C)(C)c1ccc(S(=O)(=O)N2CCSC2)cc1,?,0%,14,-3%,32,-5%
O=C1CN(c2ccccc2F)C(=O)CN1c1ccccc1F,8%,-2%,-2,3%,-5,4%
CCc1ccccc1NC(=O)CSc1nc2ccccc2n1CC(=O)N(C)C,-3%,5%,-1,12%,-21,-18%
Cc1ccc(-c2cc(C(F)F)n3ncc(C(=O)N4CCN(c5cccc(C)c5C)CC4)c3n2)cc1,-9%,0%,-1,-32%,-21,-15%
CC(=O)c1sc(NC(=O)c2ccc3c(c2)OCO3)nc1C,?,nt,43*,-8%,82*,165%[activator]
Nc1ccc(-c2nc3cc([N+](=O)[O-])ccc3o2)cc1,79%[activator],9%,106*,9%,74*,214%[activator]
O=C(Cn1cnc([N+](=O)[O-])c1)Nc1ccc(F)c(Cl)c1,5%,8%,1,0%,2,4%
Nc1nc(SCc2ccc(Cl)cc2Cl)nc2nc3c(cc12)CCCC3,13µM*,4%,-5,-7%,-8,8.3µM*
CCC1(C)Cc2c(sc3c2c2ncnn2c2nnc(SCC(=O)NCc4ccco4)n32)CO1 (configuration not stated),?,0%,-1,45µM*,-3,?
CCn1c(SCC(=O)NC(=O)Nc2ccc3c(c2)OCCO3)nnc1-c1cccs1,-23%,-1%,18*,4%[11.4 µM],46,nt
C/C(=N\NC(=S)NC(C)C)c1ccc(Cl)c([N+](=O)[O-])c1,?,9%,6,-10%,-9,?
